High-throughput results from PubChem.
CASP6 VEID inh = blocks human caspase-6 cleavage activity; inhibition, % at 12.5 µM; purified caspase-6, Z-VEID-R110 cleavage fluorescence; P55212; 350,000 compounds, 0.53% hits;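 active means mean inhibition across replicates at least about 35%, with every replicate also reaching that limit, limit read from the data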;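 further: 0% = median of neutral control wells and 100% = no fluorescence left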
Target sequence (P55212 24-179 limits assumed): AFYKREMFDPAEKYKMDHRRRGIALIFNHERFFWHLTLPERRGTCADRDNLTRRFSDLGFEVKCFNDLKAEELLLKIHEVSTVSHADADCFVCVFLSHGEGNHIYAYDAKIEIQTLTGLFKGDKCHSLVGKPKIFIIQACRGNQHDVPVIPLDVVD
Target sequence (P55212 194-293 limits assumed): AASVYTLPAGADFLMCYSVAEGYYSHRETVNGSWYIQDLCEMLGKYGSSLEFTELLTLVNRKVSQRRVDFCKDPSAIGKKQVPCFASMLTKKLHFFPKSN
PGC1a acetyl inh = lowers PGC1a acetylation signal in U2OS cells; AlphaScreen anti-acetyl-lysine; with virally co-expressed GCN5 acetyltransferase; inhibition, % at 15.6 µM; 350,000 compounds, 0.17% hits;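 active means every replicate shows inhibition of at least 40%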;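 further: 0% = neutral control wells and 100% = positive control wells; some results beyond the cut were filed as inactive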
EWS-Fli inh = inhibitors of EWS/Fli oncoprotein transcriptional activity. A673 NR0B1-luciferase reporter, viability-normalised. inhibition, % at 12.6 µM. 350,000 compounds, 0.67% hits. AID 651661;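 active means mean inhibition of at least 50% after viability correction, with every replicate also passing that limit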;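 further: firefly luciferase signal divided by Alamar Blue viability fluorescence both relative to DMSO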
miR122 inh = inhibitors of miR-122 in Huh7 cells; 340,000 compounds, 0.3% hits; Huh7 miR-122 Renilla luciferase sensor, 48 h; neutral wells = 0, positive control = 100; AID 602342; activation (reporter increase), % at 12.5 µM;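 active means mean replicate activation score at least 90 and every replicate individually at or above 90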;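 further: higher luciferase means less miR-122 activity so hits act as miR-122 inhibitors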
LGR2 inh = inhibitors of bursicon-induced Drosophila LGR2 receptor cAMP signaling; inhibition, % at 9.99 µM; 380,000 compounds, 0.35% hits; HEK293 LGR2, CRE-luciferase, bursicon-stimulated, 4 h;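 active means drop in luminescence signal, shown as inhibition above about 50% in the replicate tests, limit read from the data, passing the limit was not always enough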;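 further: agonist challenge used bursicon conditioned medium at about half maximal strength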
PAX8 inh HTS = inhibitors of PAX8 transcriptional activity in RMG-I cells; RMG-I TPO-luciferase reporter, SteadyGlo, 24 h; inhibition, % at 12.6 µM; 360,000 compounds, 1.2% hits; AID 652154;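 active means mean replicate inhibition at least 60% with every replicate also reaching 60%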;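 further: luciferase light reporting Pax8 driven TPO promoter activity; plate controls were median of neutral control wells for no effect and mitoxantrone controls for full effect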
FN deposit inh = fibronectin deposition inhibition | AH1F fibroblasts, Alexa488-fibronectin deposition fluorescence, overnight | inhibition, % at 12.6 µM | 350,000 compounds, 0.086% hits | AID 743247;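 active means mean inhibition across replicates of 30% or more, regardless of how many single replicates reach that level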;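 further: positive control wells lacked labelled fibronectin entirely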
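Measured by – fluorescence 485/525 nm · System – AH1F fibroblast monolayer, labelled fibronectin deposition · Amount – 10000 cells per well · Buffer or medium – serum-reduced DMEM (2% serum) · Doses – single dose, pinned · Also added – fluorescent fibronectin at 24 nM final · Schedule – 1 h cell attachment, overnight exposure to compound and label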
Cneo AK release = causes C. neoformans cell lysis; adenylate kinase release luminescence, 4 h; normalised: neutral wells 0, clomiphene wells 100; lysis activity, % at 15 µM; 360,000 compounds, 0.2% hits;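 active means mean lysis activity across replicates of at least 80%, whatever share of replicates individually reach that level; inactive means mean lysis activity below 80%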
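Material: C. neoformans cells | Amount: Yeast cell density of 5 × 10^6 cells/mL | Medium: Fresh YPD growth medium | Dosing: Single dose | Times: Static 4 h at 37 °C with compound, 1 h detection | Detection: AK luminescence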
Starred values were filed as active, the others as inactive; / = no result given; & = joins results of further samples; [ ] = another dose, or the depositor's remark.

SMILES	CASP6 VEID inh	PGC1a acetyl inh	EWS-Fli inh	miR122 inh	LGR2 inh	PAX8 inh HTS	FN deposit inh	Cneo AK release
COc1cccc2cc(C(=O)N(C)C)c(=O)oc12	/	11	/	-17	/	-26	0	1
Cc1ccc(S(=O)(=O)NC(C)C(=O)OCC(=O)Nc2sccc2C(N)=O)cc1 (configuration not stated)	2	13	10	-2	7	-12	/	3
CC(C)C#Cc1ccc2c(c1)O[C@@H](CN(C)C(=O)CC1CC1)[C@H](C)CN([C@@H](C)CO)S2(=O)=O	0	5	-1	4[16.7 µM]	32	-8	-2	2
CCOC(=O)c1sc(S(C)(=O)=O)c2c1CC(C)(C)C/C2=N/O	1	-7	1	-3	/	-9	10	1
CC(=O)Nc1ccc(S(=O)(=O)N2CCSC2)cc1	-3	-4	13	1	15	-5	-2	-1
CCCCC1Cc2[nH][nH]c(=O)c2C(c2ccc(Cl)cc2)O1 (configuration not stated)	/	/	-3	/	4	30	0	/
Nc1c(C(=O)Nc2ccc3c(c2)OCCO3)nnn1Cc1ccc(F)cc1	-1	/	-105	62	-17	-184	/	0
O=C(O)c1ccccc1S(=O)CCO (configuration not stated)	/	3	/	-1	/	14	1	8
COc1ccc(CCN(C)C2CCCN(S(=O)(=O)C(C)C)C2)cc1OC (configuration not stated)	-4	10	1	-3	7	-41	-1	0
COc1ccc2occ(NC(C)=O)c2c1	/	1	/	5	/	3	-5	-1
Clc1cccc(N2CCN(c3ncnc4nc[nH]c34)CC2)c1	2	-2	-11	-4	7	2	0	/
COc1cccc(-c2ccc3c(c2)[C@H]2[C@H](CCN2S(=O)(=O)c2ccccc2C)[C@H](CO)N3C)c1	-3	-38	5	20[16.7 µM]	4	25	6	0
CCOc1ccccc1NC(=O)COC(=O)C1COc2ccccc2O1 (configuration not stated)	1	0	-9	11	-2	6	-12	0
Cc1ccc(CSc2nnc(-c3cccc4ccccc34)o2)cc1	0	5	-3	-1	6	-27	-3	-1
COc1ccccc1/C=C/C=N/n1c(-c2ccc(C)cc2)n[nH]c1=S	-8	/	9	/	11	41	-3	/
C[C@H]1CN([C@@H](C)CO)C(=O)c2cccc(NC(=O)NC3CCCCC3)c2O[C@H]1CN(C)C	0	6	-10	2[16.7 µM]	20	-10	/	1
Cc1noc(C)c1NC(=O)Nc1ccc2c(c1)CC(=O)N([C@H](C)CO)C[C@@H](C)[C@@H](CN(C)C(=O)Nc1ccc(C(F)(F)F)cc1)O2	1	-6	-11	7[16.7 µM]	-9	/	/	-3
COc1ccc(S(=O)(=O)Nc2ccc3c(c2)CC(=O)N([C@@H](C)CO)C[C@H](C)[C@@H](CN(C)S(=O)(=O)c2ccc(OC)cc2)O3)cc1	0	-5	3	-6[16.7 µM]	-6	-17	/	-2
CC(C)c1cc2cc3ccc(=O)oc3cc2o1	/	-2	-49	/	-68	-114	-4	-1
O=C(N[C@@H]1CC[C@H](CCNS(=O)(=O)c2cccc(Cl)c2)O[C@@H]1CO)c1ccncc1	-1	8	2	13[16.7 µM]	10	14	0	0
C[C@@H]1CCCCO[C@H](CN(C)C(=O)Cc2ccccc2)[C@@H](C)CN([C@H](C)CO)C(=O)c2cc(NC(=O)Nc3ccc4c(c3)OCO4)ccc2O1	1	0	-6	0[16.7 µM]	0	-16	/	-1
CCCN(CC(=O)Nc1ccccc1C)C(=O)C1CC(=O)N(c2cccc(C)c2C)C1 (configuration not stated)	-7	4	4	1	0	-5	-5	/
O=C(NC1CCCCCC1)c1ccc(CS(=O)Cc2cccc(Cl)c2)o1 (configuration not stated)	-2	-7	/	/	-17	8	7	-2
C[C@@H]1CN([C@H](C)CO)C(=O)Cc2cc(NC(=O)Cc3cn(C)c4ccccc34)ccc2O[C@@H]1CN(C)C	-1	2	3	2[16.7 µM]	21	9	-4	4
O=C(O)CCc1ccc(S(=O)(=O)N2CCOCC2)cc1	/	-3	/	-2	/	10	-4	1

Six compounds already listed, arranged by molar mass, largest number first:
SMILES	CASP6 VEID inh	PGC1a acetyl inh	EWS-Fli inh	miR122 inh	LGR2 inh	PAX8 inh HTS	FN deposit inh	Cneo AK release
C[C@@H]1CCCCO[C@H](CN(C)C(=O)Cc2ccccc2)[C@@H](C)CN([C@H](C)CO)C(=O)c2cc(NC(=O)Nc3ccc4c(c3)OCO4)ccc2O1	1	0	-6	0[16.7 µM]	0	-16	/	-1
Cc1noc(C)c1NC(=O)Nc1ccc2c(c1)CC(=O)N([C@H](C)CO)C[C@@H](C)[C@@H](CN(C)C(=O)Nc1ccc(C(F)(F)F)cc1)O2	1	-6	-11	7[16.7 µM]	-9	/	/	-3
C[C@@H]1CN([C@H](C)CO)C(=O)Cc2cc(NC(=O)Cc3cn(C)c4ccccc34)ccc2O[C@@H]1CN(C)C	-1	2	3	2[16.7 µM]	21	9	-4	4
Cc1ccc(CSc2nnc(-c3cccc4ccccc34)o2)cc1	0	5	-3	-1	6	-27	-3	-1
CCCCC1Cc2[nH][nH]c(=O)c2C(c2ccc(Cl)cc2)O1 (configuration not stated)	/	/	-3	/	4	30	0	/
CC(C)c1cc2cc3ccc(=O)oc3cc2o1	/	-2	-49	/	-68	-114	-4	-1

The list continues:
SMILES	CASP6 VEID inh	PGC1a acetyl inh	EWS-Fli inh	miR122 inh	LGR2 inh	PAX8 inh HTS	FN deposit inh	Cneo AK release
C[C@@H]1CN([C@H](C)CO)C(=O)c2cc(NS(=O)(=O)c3cn(C)cn3)ccc2O[C@H]1CN(C)C(=O)Nc1ccc2c(c1)OCO2	0	-4	-7	0[16.7 µM]	-16	/	/	-1
C[C@H](CO)N1C[C@H](C)[C@H](CN(C)Cc2ccc(-c3ccccc3)cc2)OCc2ccccc2-c2ccccc2C1=O	-1	-22	/	/	9	16	4	/
CCOC(=O)c1c(NC(=O)CSc2nnnn2-c2ccccc2)sc2c1CCC(C)C2 (configuration not stated)	/	-7	/	-2	23	/	/	0
NS(=O)(=O)c1ccc(CNC(=O)NC2(c3ccccc3)CC2)cc1	0	-3	0	6	5	15	2	0
CN(C)C(=O)c1cccc(-c2ccc(C3[C@H]4CNC[C@@H]3N4C(=O)Nc3cccc(Cl)c3)cc2)c1 (some centres not stated)	0	-1&4	8&4	/	-15&-11	-2	2&-9	/
Cc1ccc(N(CC(=O)NCc2ccccc2)C(=O)CCC(=O)Nc2nccs2)cc1	-1	0	2	2	2	5	-1	2
C[C@@H]1CN([C@@H](C)CO)C(=O)Cc2cc(NC(=O)c3ccncc3)ccc2O[C@@H]1CN(C)Cc1ccccc1	-1	/	-3	8[16.7 µM]	-6	-2	/	-5
CS(=O)(=O)Nc1ccc(C2=NN(C(=O)c3ccco3)C(c3ccccc3)C2)cc1 (configuration not stated)	/	15	/	-9	8	1	2	/
CCOC(=O)[C@H]1[C@H]2COc3ccc(Cl)cc3[C@@H]2N2C(=O)c3ccc(Cl)cc3NC(=O)[C@@]12C	-1	1	16	-4	27	34	-11	1
CC1CC(C)CN(S(=O)(=O)c2cccc3nonc23)C1 (configuration not stated)	0	-3	4	10	12	16	-16	1
CO[C@H]1CN(C)C(=O)c2ccc(NC(=O)NC(C)C)cc2OC[C@@H](C)N(CC2CC2)C[C@H]1C	0	-1	9	-21[16.7 µM]	4	-11	/	1
CNC(=O)NCC12CC3CC(CC(C3)C1)C2	/	5	/	-2	9	/	/	1
O=C(CN1CCOCC1)N1CCCCN2[C@H](C1)[C@H](c1ccc(C#Cc3ccccc3F)cc1)[C@@H]2CO	0	3	-6	-6[16.7 µM]	8	27	/	-1
O=C(CSc1nc(-c2ccccc2)c(-c2ccccc2)[nH]1)NCC1CCCO1 (configuration not stated)	-1	4	7	/	-1	10	7	/
CCOC(=O)[C@]12CCC=C1N(Cc1ccc3c(c1)OCO3)C(=O)[C@H](CC(=O)NCC13CC4CC(CC(C4)C1)C3)C2	-2	/	0	/	4	7	/	/
CC(C)[C@@H]1COC(c2cccc(C3=N[C@H](C(C)C)CO3)n2)=N1	0	15	-6	-4	-6	14	-2	-3
C=CCNC(=O)c1c(Br)cnn1-c1ccc(C)cc1	0	13	-131	-5	-78	-141	/	/
CCCCNC(=O)C1CC(=O)N(C2CCCC2)C1 (configuration not stated)	/	0	/	19	-7	/	-6	2
O=C(CCNS(=O)(=O)c1ccc(OC(F)(F)F)cc1)N1CCCC1	3	/	0	/	-4	-4	-8	3
Cc1ccccc1-c1ccc2c(c1)O[C@H](CN(C)C(=O)Nc1ccccc1)[C@H](C)CN([C@@H](C)CO)S2(=O)=O	1	4	-11	8[16.7 µM]	18	5	/	-3
Cc1cccc(NC(=O)c2cnn3ccccc23)c1C	2	2	-89	1	-27	-118	3	-3
CCc1cccc(CC)c1NC(=O)C1CSC2(C)CCC(=O)N12 (configuration not stated)	2	-8	-5	/	2	-4	-2	-4
CCOC(=O)Cc1csc(SCC(=O)NC2CCCC2)n1	4	/	0	/	-4	-5	-3	-1
O=C1C=CCCN1S(=O)(=O)/C=C/c1ccccc1	2	59*	62*	/	/	89*	/	-5
O=C(CSc1nc2ccccc2s1)Nc1cc(S(=O)(=O)N2CCOCC2)ccc1O	7	/	4	/	-1	-4	3	/
New compounds follow:
SMILES	CASP6 VEID inh	PGC1a acetyl inh	EWS-Fli inh	miR122 inh	LGR2 inh	PAX8 inh HTS	FN deposit inh	Cneo AK release
OC[C@@H]1[C@@H](c2ccc(-c3cccnc3)cc2)[C@H]2CN(CC3CC3)CCCCN12	-1	-6	-11	-1[16.7 µM]	-11	-4	/	-2
C[C@@H]1CCCCO[C@@H](CN(C)S(C)(=O)=O)[C@@H](C)CN([C@@H](C)CO)C(=O)c2cc(NS(=O)(=O)c3ccc(F)cc3)ccc2O1	0	-2	-13	7[16.7 µM]	-19	2	/	-3
CCNS(=O)(=O)c1cc(Br)ccc1OC	/	0	/	248*	/	/	-7	-1
CCOc1ccc(S(=O)(=O)N/N=C(\C)Cc2ccc(OC)cc2)cc1	-5	/	-3	5	21	8	0	-2
Cc1noc(C)c1S(=O)(=O)N(C)C[C@@H]1OCCCC[C@H](C)Oc2ccc(NS(=O)(=O)c3cccs3)cc2C(=O)N([C@H](C)CO)C[C@@H]1C	1	9	7	-3[16.7 µM]	-5	24	/	-4
Cc1ccccc1OCC(=O)OCC(=O)Nc1ccc(N2CCOCC2)cc1	-1	6	-1	3	8	2	8	0
CCCCCOc1ccc(C(=O)OC(C)C(=O)NCc2ccco2)cc1 (configuration not stated)	4	2	/	-3	1	/	-7	-4
COCCOC(=O)c1c(NC(=O)CN(C)c2ccccc2)sc(C(N)=O)c1C	0	3	19	/	39	17	-7	/
COc1ccc(-c2cc(C(=O)c3c(N)n(C)c(=O)n(C)c3=O)c3ccccc3n2)cc1	-3	-2	-15	/	-35	-17	0	/
Cc1noc(C)c1COc1ccc2ccc(=O)oc2c1	1	/	16	-6	-2	-11	7	0
CC(=O)Nc1ccc(-c2ccnc3c2CC(C(=O)Nc2ccc(Cl)c(C(F)(F)F)c2)O3)cc1 (configuration not stated)	3	/	9	/	7	9	20	-5
COc1ccc(/C(O)=C2/C(=O)C(=O)N(c3ccccn3)C2c2ccc(C(C)C)cc2)cc1 (configuration not stated)	-1	/	-39	/	14	-24	2	/
C[C@@H]1CN([C@H](C)CO)C(=O)Cc2cc(NS(=O)(=O)c3ccc(Cl)cc3)ccc2O[C@@H]1CN(C)Cc1ccccc1	0	/	2	-7[16.7 µM]	-35	-7	/	-2
CCC(=O)Nc1cccc(C2=NOC3(C2)C[C@@H](C(N)=O)N(C(=O)c2ccc(OC)cc2)C3)c1 (some centres not stated)	0	6	-13	-7	/	-17	-3	-1
CO[C@H]1CN(C)C(=O)c2ccc(NC(=O)Nc3cccc(F)c3)cc2OC[C@@H](C)N(C(=O)Nc2c(C)noc2C)C[C@@H]1C	-3	-2	-14	/	5	13	-14	0
